Screening results: PubChem, NCI
NCI-60 one-dose screen, 48 h, at 10 µM unless noted. Numbers give growth in % (100 = growth as untreated, 0 = no growth, -100 = all killed).
A549/ATCC – A549/ATCC NSCLC; 3.7% of 81,000 active
MOLT-4 – MOLT-4 leukemia cells; 6.9% of 80,000 active
CCRF-CEM – CCRF-CEM leukemia; 7% of 77,000 active; AID 1794778
RPMI-8226 – RPMI-8226 leukemia cells. 7.5% of 77,000 active. AID 1794781
HOP-62 – HOP-62 NSCLC. 3.9% of 80,000 active. AID 1794735
EKVX – EKVX NSCLC. 3% of 71,000 active
M14 – M14 melanoma | 6.2% of 80,000 active
HOP-92 – HOP-92 NSCLC cells; 6.3% of 71,000 active; AID 1794738
* hit, by the source's call; . = not tested or not shown; & = joins results of further samples; ! = repeats disagree. How the source made its calls: active means growth percent below 10; inactive means the rest. Only part of the results is shown; the hit share may differ from the screen's.

SMILES	A549/ATCC	MOLT-4	CCRF-CEM	RPMI-8226	HOP-62	EKVX	M14	HOP-92
CC1=CCC2C(=O)OC(=O)C2C1 (stereo not drawn)	98	92	96	97	97	106	101	104
Cn1c(O)c(N=NC(N)=S)c2ccccc21	113&104	109&73	92&76	99&92	115&94	87&61	107	76&85
COc1cc2c(Oc3ccc(NC(=O)C4(C(=O)Nc5ccc(F)cc5)CC4)cc3F)ccnc2cc1OCCCN1CCOCC1	-77*	-9.1*	-3.6*	10	-13*	26	-66*	-58*
Cn1cc(C(=O)c2nc(-c3cn(C)c4ccc(F)cc34)no2)c2cc(Br)ccc21	81	92	87	90	87	106	107	87
Cn1cc(-c2nnc(-c3cn(C)c4ncccc34)o2)c2cc(F)ccc21	100	93	94	89	86	65	97	80
Cc1nc2ccccn2c(=O)c1CCN1CCC(C(=O)c2ccc(F)cc2)CC1	91	99	96	86	86	89	93	.
COc1ccc2[nH]cc(-c3nnc(N)nc3-c3cn(C)c4ccc(OC)cc34)c2c1	105	104	94	104	99	94	99	102
C[C@H](COc1ccccc1)N[C@H](C)[C@H](O)c1ccc(O)cc1	105	95	102	102	108	101	101	68
CN(C)C[C@@H]1CCn2cc(c3ccccc32)C2=C(C(=O)NC2=O)c2cn(c3ccccc23)CCO1	-12*	-4.3*	-0.3*	-19*	-68*	31	3.4*	46
COc1ccc(C(=O)CC(=O)c2ccc(C(C)(C)C)cc2)cc1	95	97	95	91	113	109	99	.
CCn1c(C(=O)N(C2CC2)C2CC2)cc2c3c(ncn3C)c(Nc3cc(C)n(C)n3)nc21	72	68	95	101	87	86	73	71
CC(C)C[C@@H](C(=O)N[C@H](C(=O)OC1CCCC1)c1ccccc1)[C@H](O)C(=O)NO	56	63	68	29	27	67	54	66
OC1CCC(Nc2ncc3nc(Nc4c(F)cc(F)cc4F)n([C@H]4CCOC4)c3n2)CC1 (stereo partly drawn)	48	77	104	99	66	79	85	74
CC(=O)c1ccc2c(c1)N(CCCN(C)C)c1ccccc1S2	98&98	48&75	61&81	83&96	76&106	96&103	94&89	49
O=C(Cc1ccc(-c2ccc(OCCN3CCOCC3)cc2)cn1)NCc1ccccc1	4.9*	18	10.0*	14	-3.1*	26	0.7*	28
COc1ccc2[nH]cc(-c3nnc(N)nc3-c3cn(C)c4ccccc34)c2c1	103	103	107	98	105	92	102	84
Cn1cc(-c2nnc(-c3ccccc3)o2)c2cc(Br)cnc21	101	99	.	94	85	78	99	83
CCCCC(O)c1ccccc1 (stereo not drawn)	100	101	107	108	110	110	109	.
Brc1cnc2[nH]cc(-c3nnc(-c4ccccc4)s3)c2c1	91	83	104	86	81	66	81	97
Cn1cc(-c2nnc(N)nc2-c2c[nH]c3ccc(F)cc23)c2ccccc21	101	95	89	83	94	84	102	103

Copied from the results shown, three compounds:
SMILES	A549/ATCC	MOLT-4	CCRF-CEM	RPMI-8226	HOP-62	EKVX	M14	HOP-92
O=C(Cc1ccc(-c2ccc(OCCN3CCOCC3)cc2)cn1)NCc1ccccc1	4.9*	18	10.0*	14	-3.1*	26	0.7*	28
COc1ccc2[nH]cc(-c3nnc(N)nc3-c3cn(C)c4ccccc34)c2c1	103	103	107	98	105	92	102	84
Cn1cc(-c2nnc(-c3ccccc3)o2)c2cc(Br)cnc21	101	99	.	94	85	78	99	83

(listing goes on)
SMILES	A549/ATCC	MOLT-4	CCRF-CEM	RPMI-8226	HOP-62	EKVX	M14	HOP-92
Cn1cc(-c2nnc(-c3cn(C)c4ncc(Br)cc34)s2)c2cc(F)ccc21	96	93	104	106	97	87	98	123
CN(C)CCOC(C)(c1ccccc1)c1ccccn1 (stereo not drawn)	.	92	97	104	99	103	99	108
CN1CCOC(c2ccccc2)c2ccccc2C1 (stereo not drawn)	100	99	103	99	103	88	101	79
CCOC(=O)c1ccc(N)cc1	57	99&91	91&46	111&43	93&107	106&71	106&95	86&67
COc1cc(C2NC(=S)NC(C)=C2C(=O)Nc2ccc(S(N)(=O)=O)cc2)cc(OC)c1OC (stereo not drawn)	119	104	100	109	103	103	109	128
Cc1nc(N)sc1-c1ccnc(Nc2ccc(N3CCOCC3)cc2)n1	22	14	23	31	11	72	37	35
OCCN1CCN(CCCN2c3ccccc3Sc3ccc(Cl)cc32)CC1	93&70	53&48	56&41	69&38	93&61	67	-77*!	-2.2*
Nc1nnnn1-c1ccccc1	99	.	101	110	107	110	106	105
CCN(CC)CCNC(=O)c1cc(Cl)c(N)cc1OC	103	116	103	105	108	99	97	80
CC(O)CN(C)C (stereo not drawn)	106	88	102	106	105	.	105	110
CC(C(=O)O)c1ccc(C(=O)c2cccs2)cc1 (stereo not drawn)	106&105	107&91	109&104	81&106	100&98	103&87	110&107	95&97
CC12CCC(CC1)C(C)(C)O2	102	103	92	103	110	98	100	105
COc1ccc(/C=C/C(C)=N/OCC(N)=O)cc1	102	96	106	105	100	.	111	.
CN(C)C/C=C/C(=O)Nc1cc2c(Nc3ccc(F)c(Cl)c3)ncnc2cc1O[C@H]1CCOC1	3.1*	-14*	6.1*	-20*	-11*	4.9*	-83*	-11*
C=CC1=C(C(=O)O)N2C(=O)[C@@H](NC(=O)/C(=N\O)c3csc(N)n3)[C@H]2SC1 (stereo in doubt)	99	104	98	113	105	103	114	.
CC(=O)O[C@]1(C(C)=O)CCC2C3C=C(Cl)C4=CC(=O)[C@@H]5C[C@@H]5[C@]4(C)C3CC[C@@]21C (stereo partly drawn)	.	80	71	33	98	50	90	51
Cn1cc(C(=O)c2nc(-c3cn(C)c4ccccc34)no2)c2cc(Br)ccc21	78	89	100	103	85	104	96	105
CC(=O)c1ccc(S(=O)(=O)NC(=O)NC2CCCCC2)cc1	101	104	122	134	109	104	106	88

Among those listed so far, these contain sulfur.
SMILES	A549/ATCC	MOLT-4	CCRF-CEM	RPMI-8226	HOP-62	EKVX	M14	HOP-92
Cn1c(O)c(N=NC(N)=S)c2ccccc21	113&104	109&73	92&76	99&92	115&94	87&61	107	76&85
CC(=O)c1ccc2c(c1)N(CCCN(C)C)c1ccccc1S2	98&98	48&75	61&81	83&96	76&106	96&103	94&89	49
Brc1cnc2[nH]cc(-c3nnc(-c4ccccc4)s3)c2c1	91	83	104	86	81	66	81	97
Cn1cc(-c2nnc(-c3cn(C)c4ncc(Br)cc34)s2)c2cc(F)ccc21	96	93	104	106	97	87	98	123
COc1cc(C2NC(=S)NC(C)=C2C(=O)Nc2ccc(S(N)(=O)=O)cc2)cc(OC)c1OC (stereo not drawn)	119	104	100	109	103	103	109	128
Cc1nc(N)sc1-c1ccnc(Nc2ccc(N3CCOCC3)cc2)n1	22	14	23	31	11	72	37	35
OCCN1CCN(CCCN2c3ccccc3Sc3ccc(Cl)cc32)CC1	93&70	53&48	56&41	69&38	93&61	67	-77*!	-2.2*
CC(C(=O)O)c1ccc(C(=O)c2cccs2)cc1 (stereo not drawn)	106&105	107&91	109&104	81&106	100&98	103&87	110&107	95&97
C=CC1=C(C(=O)O)N2C(=O)[C@@H](NC(=O)/C(=N\O)c3csc(N)n3)[C@H]2SC1 (stereo in doubt)	99	104	98	113	105	103	114	.
CC(=O)c1ccc(S(=O)(=O)NC(=O)NC2CCCCC2)cc1	101	104	122	134	109	104	106	88
